CRFBP-R2 agonist: CRF-BP/CRF-R2 complex agonism | HEK293 CRF-R2/CRF-BP, calcium dye fluorescence (FLIPR); percent of saturating CRF peptide response | activation, % at 13.2 µM | actives 0.46% (n = 350,000) | AID 588473;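 active means activation of at least 50%, plus an integration ratio under a set limit after plate pattern correction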;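 further: plate controls were neutral control wells without compound for no effect and CRF at EC100 for full effect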
CRFBP-R2 block: blocks CRF-induced signaling of the CRF-BP/CRF-R2 complex. HEK293 CRF-R2/CRF-BP, CRF-induced calcium fluorescence. inhibition, % at 11.8 µM. actives 0.59% (n = 350,000). AID 588475;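 active means inhibition of the ligand-induced calcium signal above about 50% at the single tested concentration, limit read from the data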
CHRM5 PAM: positive allosteric modulators of human muscarinic M5 receptor; P08912; CHO-K1 hM5, Fluo-8 calcium, ACh EC20 PAM; 0% = ACh EC20, 100% = ACh EC100; activation, % at 3 µM; actives 0.3% (n = 360,000);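 active means activation above the run cutoff, the mean activation of all test compounds plus 3 SD, cut at about 18% in these data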
Target sequence (P08912 whole entry, looked up): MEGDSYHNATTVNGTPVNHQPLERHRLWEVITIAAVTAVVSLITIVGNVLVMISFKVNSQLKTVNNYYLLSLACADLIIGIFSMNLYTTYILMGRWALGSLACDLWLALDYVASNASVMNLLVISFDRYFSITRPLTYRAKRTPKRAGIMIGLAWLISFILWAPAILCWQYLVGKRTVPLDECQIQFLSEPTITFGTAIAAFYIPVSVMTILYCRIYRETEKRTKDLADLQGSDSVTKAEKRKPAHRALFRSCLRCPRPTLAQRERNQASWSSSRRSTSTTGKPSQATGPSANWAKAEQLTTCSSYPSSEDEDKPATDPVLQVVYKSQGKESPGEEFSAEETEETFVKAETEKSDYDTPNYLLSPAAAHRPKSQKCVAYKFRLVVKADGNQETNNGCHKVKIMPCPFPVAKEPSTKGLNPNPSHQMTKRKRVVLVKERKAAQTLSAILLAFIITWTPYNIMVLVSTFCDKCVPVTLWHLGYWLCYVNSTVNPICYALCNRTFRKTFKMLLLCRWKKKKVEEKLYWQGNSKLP
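System – CHO-K1 hM5 cells · Compound – 3 µM, single dose · Incubation – compound preincubation 140 s before EC20 acetylcholine addition · Technique – Fluo-8 calcium fluorescence · Measure – Max/basal fluorescence ratio as % of EC20–EC100 ACh window · Benchmarks – low control EC20 acetylcholine (0%), high control EC100 acetylcholine (100%) · Replication – singlicate, one well per test compound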
IDE inh: inhibitors of human insulin-degrading enzyme in cells; inhibition, % at 5.59 µM; AID 434962; HEK cells, FAbetaB cleavage, fluorescence polarization; P14735; actives 0.41% (n = 320,000);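 active means percent inhibition above the average of all tested compounds plus 3 SD, set per screening campaign, cut at about 16% in these data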;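 further: IDE supplied by intact live HEK cells; FP after avidin binding of uncleaved biotin substrate so inhibition keeps polarization high; 0% = DMSO wells and 100% = 60 µM reference IDE inhibitor Ii1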
M4 ag: agonists of human muscarinic M4 receptor (CHRM4). P08173. CHO-K1 hM4/Gqi5, Fluo-8 calcium fluorescence; vehicle 0%, full acetylcholine response 100%. activation, % at 3 µM. actives 0.14% (n = 360,000);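 active means activation above the run mean over all test wells plus 3 SD, cut at about 32% in these data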;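 further: peak over basal fluorescence ratio per well then scaled between controls; 0% = DMSO wells and 100% = acetylcholine at EC100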
Target sequence (P08173 whole entry, looked up): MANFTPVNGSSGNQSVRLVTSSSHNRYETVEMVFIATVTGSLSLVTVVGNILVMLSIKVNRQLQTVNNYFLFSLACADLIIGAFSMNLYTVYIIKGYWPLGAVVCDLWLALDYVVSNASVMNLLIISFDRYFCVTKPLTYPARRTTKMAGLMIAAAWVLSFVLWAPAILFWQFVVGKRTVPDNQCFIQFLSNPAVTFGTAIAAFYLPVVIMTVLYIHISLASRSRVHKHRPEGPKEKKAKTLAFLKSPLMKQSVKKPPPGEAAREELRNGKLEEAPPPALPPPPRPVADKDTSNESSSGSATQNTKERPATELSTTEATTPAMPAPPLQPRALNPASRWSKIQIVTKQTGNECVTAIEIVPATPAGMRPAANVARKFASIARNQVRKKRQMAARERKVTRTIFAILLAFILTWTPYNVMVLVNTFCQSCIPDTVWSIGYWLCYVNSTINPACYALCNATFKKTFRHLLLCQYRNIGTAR
CHRM4 PAM: CHRM4 positive allosteric modulation; actives 0.4% (n = 360,000); P08173; CHO-K1 hM4/Gqi5, Fluo-8 calcium fluorescence, ACh EC20; 0% = ACh EC20, 100% = maximal ACh; activation, % at 3 µM;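 active means activation above its plate's cutoff, the mean activation of sample wells plus 3 SD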; further: some results filed as inactive read as strong as hits
CHRM5 agonist: CHRM5 agonism in calcium assay; actives 0.19% (n = 360,000); P08912; CHO-K1 hM5 cells, Fluo-8 calcium fluorescence; 0% DMSO wells, 100% maximal acetylcholine response; activation, % at 3 µM;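 active means activation above the run's mean over test compounds plus 3 SD, cut at about 23% in these data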;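 further: signal is peak over basal fluorescence ratio across the kinetic read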
M5 antag: CHRM5 antagonism in calcium assay | AID 624040 | CHO-hM5 cells, Fluo-8 calcium fluorescence, ACh EC80 | P08912 | actives 0.59% (n = 360,000) | inhibition, % at 3 µM;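 active means inhibition above a per-plate cutoff, the mean of that plate's test compounds plus 3 SD, cut at about 27% in these data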;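 further: 0% = acetylcholine EC80 with DMSO and 100% = DMSO without agonist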
M4 antag: CHRM4 antagonism in calcium assay | inhibition, % at 3 µM | actives 0.73% (n = 360,000) | P08173 | CHO-hM4 cells, ACh EC80, Fluo-8 calcium fluorescence;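 active means inhibition above its plate's cutoff, the mean inhibition of sample wells plus 3 SD, cut at about 27% in these data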;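 further: 0% = acetylcholine EC80 with DMSO and 100% = DMSO without agonist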
Starred values were filed as active, the others as inactive; . = not tested or not shown; & = joins results of further samples.

SMILES | CRFBP-R2 agonist | CRFBP-R2 block | CHRM5 PAM | IDE inh | M4 ag | CHRM4 PAM | CHRM5 agonist | M5 antag | M4 antag
NC(=O)c1ccccc1OCC(=O)N1CCc2ccccc2C1 | 1.5 | -9 | -2 | 2 | 14 | 3 | 4 | 7 | -19
O=C(Cc1c(O)c2ccccc2[nH]c1=O)NC1CCCCCC1 | 1.6 | -21 | -6 | 2 | 0 | 1 | 0 | 0 | 21
CC(NC(=O)c1ccccc1)C(=O)N/N=C/c1ccc(O)cc1 (stereo not given) | -1.3 | 12 | -5 | 4 | 0 | -9 | -2 | 6 | 6
Cc1[nH]c2ccccc2c1Cc1n[nH]c(=S)n1C | 0.5 | 19 | -2 | -1 | 1 | 1 | -5 | 3 | 7
COC(=O)c1ccccc1NC(=O)c1sc(Cl)nc1C | 0.8 | -5 | -7 | 4 | 2 | -3 | 1 | 5 | 11
C=C(c1ccc2nc(NC(=O)OC)[nH]c2c1)c1cccs1 | -0.6 | 37 | -2 | . | 4 | 3 | 0 | 0 | -8
CC(=O)C1=NOC2C(=O)N(c3ccc(Cl)cc3)C(=O)C12 (stereo not given) | 0.7 | 2 | -4 | -1 | 7 | -4 | -1 | 4 | -14
CCC(CC)c1nnc(NC(=O)CN2C(=O)c3ccccc3C2=O)s1 | 1.6 | -3 | -2 | 0 | 1 | 0 | -1 | -9 | -1
CC(C)OC(=O)CC(=O)CSc1nc2c(c(-c3cccs3)c1C#N)CCC2 | 7.7 | -32 | -8 | 1 | 1 | -7 | -7 | 0 | 5
CCC(C)(C(=O)NC1CCCCC1)N(C(=O)C1CCC(=O)N1)c1ccccc1 (stereo not given) | -0.7 | -3 | -6 | 3 | 1 | 5 | -1 | 3 | -6
Cc1ccc(S(=O)(=O)CCC(=O)Nc2nnc(-c3ccco3)o2)cc1 | -1.1 | 7 | 6 | -5 | 1 | 5 | 3 | -2 | 7
O=C(O)c1ccc(Cn2c(=S)[nH]c3cc(Cl)ccc3c2=O)cc1 | -0.2 | -13 | 0 | -5 | 0 | 4 | -3 | 10 | 1
CN(Cc1nc(Cc2cccc(C(F)(F)F)c2)no1)C1CC(C)(C)NC(C)(C)C1 | 3.1 | -24 | 4 | 5 | 2 | -2 | -5 | -2 | 8
CC(C(=O)O)c1ccc(-c2ccccc2)c(F)c1 (stereo not given) | -0.2&0.0 | 5&3 | 2&3 | 2&-5 | 1&0 | 5&4 | 1&1 | -2&-4 | -15&-3
O=C(C[n+]1cn(C(F)F)c2ccccc21)c1ccc(OC(F)F)cc1 | 1.4 | -11 | 0 | -4 | 3 | -3 | 0 | 0 | -5
S=C(N/N=C/c1ccc2c(c1)OCO2)NC1CC2CCC1C2 (stereo not given) | -0.9 | -10 | 4 | 1 | 0 | 0 | 3 | 5 | -10
COc1ccc(Cl)cc1C(=O)N1CCN(Cc2ccc3c(c2)OCO3)CC1 | -1.1 | 14 | 6 | -3 | 0 | -2 | -6 | 8 | 4
O=C(NCc1cccs1)c1ccc2sc([C@@H]3O[C@H](CO)[C@H](O)[C@H](O)[C@H]3O)nc2c1 | . | . | 7 | . | 1 | 16* | 1 | -7 | -14
COC(=O)c1ccc(NC(=O)C(=O)NCC2CCCO2)cc1 (stereo not given) | -2.8 | 0 | 2 | 6 | 1 | 3 | 2 | -8 | 0
COc1cc(-c2nnc3n2CCCCC3)cc(OC)c1OC | -1.1 | 3 | -2 | 5 | 0 | 4 | -2 | 7 | 2
CCOc1cc(C(=O)NCC2CCCO2)cc(OCC)c1OCC (stereo not given) | -0.7 | -8 | -9 | -2 | 0 | -4 | 1 | 2 | 15
O=C(O)CCCCCN=C1CCc2ccccc2N1 | -0.2 | 2 | 8 | . | 2 | -4 | -1 | -12 | -4
O=C(Nc1ccc(N2CCOCC2)cc1)NC1CCCCC1 | -1.9 | -7 | 0 | -1 | 1 | 2 | 3 | -3 | -5
COc1ccc(Cn2c(C)c(C)c(C#N)c2NC(=O)Nc2ccc(Cl)cc2)cc1 | 2.6 | -8 | -23 | 2 | 3 | 7 | -4 | -2 | -10
O=C(CCc1nc(-c2ccccc2F)no1)NC1CCCCC1 | -1.9 | -10 | -1 | 0 | 5 | -7 | 3 | -1 | 6
SMILES | CRFBP-R2 agonist | CRFBP-R2 block | CHRM5 PAM | IDE inh | M4 ag | CHRM4 PAM | CHRM5 agonist | M5 antag | M4 antag
O=C(CN1CCN(S(=O)(=O)c2ccc(F)cc2)CC1)Nc1ccc(F)cc1F | 2.2 | 3 | -2 | -5 | 3 | 6 | 0 | 4 | -4
COc1ccccc1CNC(=O)CSc1ccc(-c2cccs2)nn1 | -3.9 | 2 | 6 | -1 | 1 | 1 | 1 | -6 | -2
COc1cccc(-c2csc3nc[nH]c(=O)c23)c1 | -0.7 | 5 | 3 | 2 | 1 | 8 | 1 | -6 | 2
N#Cc1ccccc1NC(=O)C1CCCO1 (stereo not given) | -2.0 | -13 | 1 | . | 0 | 4 | 1 | -2 | -10
CCN1CCN(CCn2c(=S)[nH]c3cc4c(cc3c2=O)OCO4)CC1 | -1.1 | 3 | -19 | 4 | 0 | -8 | -6 | 29* | 6
COc1ccc(CNC(=O)C(Cc2ccccc2)n2cccc2)cc1 (stereo not given) | -0.7 | 4 | 6 | 8 | 1 | -5 | -8 | -1 | 5
CCOC(=O)c1c(N2C(=O)CC(Sc3ccccc3C(=O)O)C2=O)sc2c1CCCC2 (stereo not given) | 3.2 | -25 | -4 | -2 | -1 | -2 | -5 | -1 | -6
Cn1c(S(=O)(=O)c2ccc([N+](=O)[O-])cc2)nc(Br)c1Br | -2.0 | -4 | -3 | 4 | 1 | -9 | -4 | 14 | 8
CCC(C(=O)NCc1ccc(C)o1)n1nc(C)c2c(C)n(-c3ccccc3)nc2c1=O (stereo not given) | -0.5 | -7 | 4 | -1 | 0 | 0 | -2 | -4 | 0
C=CCC(NC(=O)Cc1ccccc1)C(=O)NCCC (stereo not given) | -0.5 | -3 | 12 | -2 | . | 4 | 1 | -3 | 0
CC(=O)Nc1ccc(S(=O)(=O)N2CCC(C(=O)NCCC(=O)Nc3ccccc3)CC2)cc1 | 3.7 | 15 | 20* | 4 | 2 | 8 | -2 | -19 | -23
COc1ccc(N(C(=O)Cn2nnc3ccccc32)C(C(=O)NC(C)(C)C)c2ccc(OC)c(O)c2)cc1 (stereo not given) | 0.2 | 7 | -7 | -2 | 1 | -3 | -1 | -6 | -10
O=S(=O)(c1c(Cl)cc(Br)cc1Cl)N1CCN(C(=S)NC2CC2)CC1 | 5.4 | 18 | -3 | -1 | 5 | -2 | 1 | 9 | 4
O=C(COC(=O)c1ccc([N+](=O)[O-])o1)NC1CCCC1 | -1.9 | 0 | 12 | 2 | 0 | 9 | 2 | -1 | 0
COCCCN1C(=O)C(CC(=O)NC(c2ccccc2)c2ccccc2)CC(C(=O)N2CCCCCC2)=C1C (stereo not given) | . | . | -5 | . | 1 | 0 | 1 | 7 | 3
NC(=O)C1CCN(c2ccc([N+](=O)[O-])cc2Cl)CC1 | -4.7 | 2 | 14 | 1 | 0 | -2 | 0 | 2 | 0
CS(=O)(=O)c1ccc(-c2sc3ccccc3c2C(=O)NCCCN2CCOCC2)cc1 | 4.2 | -13 | -3 | 3 | 8 | 2 | 1 | 5 | -16
C=CCN(CC=C)Cc1cc(=O)oc2ccccc12 | . | . | -2 | . | 0 | -4 | 1 | 0 | -2
O=C(C1CC(=O)N(c2ccc(Cl)cc2)C1)N1CCN(Cc2ccc3c(c2)OCO3)CC1 (stereo not given) | 0.0 | 2 | -5 | 5 | 5 | -7 | 1 | 8 | 13
O=C(Nc1ccn(CCCN2CCN(Cc3ccc(F)cc3)CC2)c(=O)n1)OCc1ccccc1 | -1.2 | 0 | -1 | . | 4 | -9 | -1 | -1 | 8
COc1ccccc1CN1C[C@@H]2C[C@@H](C3=Cc4cccc(OC)c4OC3)N3CCC[C@@]23C1=O | -2.4 | 15 | -3 | -2 | 1 | 2 | -6 | 1 | 0
CCCCN(CC)C(=S)Nc1ccc2nc3n(c(=O)c2c1)CCCCC3 | -2.1 | 35 | -5 | 3 | 1 | -6 | -6 | -6 | 9
CC(C)c1ccc(OCC(=O)NNC(=S)NC(=O)c2ccco2)c(Br)c1 | 48 | -34 | -8 | -5 | 0 | -1 | -3 | 22 | 3
C/C(=N\Nc1nncc2ccccc12)c1ccc(C(C)(C)C)cc1 | 3.5 | -26 | -5 | 3 | 1 | 12 | -3 | 6 | -24
CC(=O)Nc1ccc2c(c1)N(C(C)=O)c1ccccc1CC2 | -1.4 | -4 | -8 | 4 | 1 | -7 | -4 | 2 | 8
SMILES | CRFBP-R2 agonist | CRFBP-R2 block | CHRM5 PAM | IDE inh | M4 ag | CHRM4 PAM | CHRM5 agonist | M5 antag | M4 antag
CC1CCCN(Cc2nc(Cc3ccccc3Cl)no2)C1 (stereo not given) | -2.1 | 2 | 12 | 2 | 0 | 16 | 0 | -3 | 10
CC(C(=O)NC1CCCCC1)N1C(=O)C2C3C=CC(C3)C2C1=O (stereo not given) | -1.4 | 5 | 5 | 0 | 1 | 2 | -3 | -8 | -4
COC(=O)c1ccc(NC(=O)c2ccc[n+]([O-])c2)cc1 | 0.2 | 14 | 1 | 1 | 2 | 1 | 0 | 1 | 3
COc1ccc(OC)c(S(=O)(=O)Nc2ccccc2F)c1 | -2.7 | -1 | -8 | 6 | 0 | -3 | -3 | 1 | -5
CCCCN1C(=O)C(CC(=O)NC2CC2)CC(C(=O)N(C(C)C)C(C)C)=C1C (stereo not given) | -0.2 | 12 | -1 | . | 1 | 4 | 1 | 6 | -6
Cc1ccc(NC(=O)C2CCCN(S(=O)(=O)c3c(C)noc3/C=C/N(C)C)C2)c(C)c1 (stereo not given) | 1.2 | -5 | 7 | 5 | 1 | -2 | 4 | 2 | 10
COc1cccc(-c2nc3ccccc3s2)c1 | 0.2 | 25 | 0 | 1 | -1 | 4 | -5 | 4 | 3
N#Cc1ccc(OCC(=O)N2CCN(S(=O)(=O)c3cccs3)CC2)cc1 | -3.4 | -9 | -9 | 2 | 4 | 2 | -7 | 3 | -1
CCOCCSc1nc2c(c(-c3cccs3)c1C#N)CC/C2=C/c1cccs1 | 7.3 | 0 | 0 | 3 | 3 | 3 | 1 | -1 | -9
COC(=O)CN(CCc1ccccc1)S(=O)(=O)c1ccc(OC)c(OC)c1 | 0.9 | 6 | -2 | -2 | 1 | -1 | -2 | -10 | -4
CCCSc1nc2c(c(=O)n1CC)SC(C)C2 (stereo not given) | 0.9 | 17 | 1 | 3 | -2 | 2 | -4 | 1 | 6
Cc1ccc(/C=C2/Sc3ccc(C(=O)N4CCN(C)CC4)cc3NC2=O)cc1 | 7.4 | -16 | -3 | 4 | 5 | -4 | -7 | -8 | -8

Whole records from above. Screens in order: CRFBP-R2 agonist	CRFBP-R2 block	CHRM5 PAM	IDE inh	M4 ag	CHRM4 PAM	CHRM5 agonist	M5 antag	M4 antag
COc1ccc(Cn2c(C)c(C)c(C#N)c2NC(=O)Nc2ccc(Cl)cc2)cc1 across the screens: 2.6	-8	-23	2	3	7	-4	-2	-10
Cc1[nH]c2ccccc2c1Cc1n[nH]c(=S)n1C across the screens: 0.5	19	-2	-1	1	1	-5	3	7

Source: PubChem
